CSN inh: inhibitors of CSN-mediated cullin deneddylation, primary screen, biochemical, fluorescence polarization, uHTS; COP9 signalosome complex subunit 5 (Homo sapiens), Q92905; inhibition, % at 12.5 µM; 0.38% of 360,000 active; Purified CSN, SCF-Nedd8-OG deneddylation;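 active = pattern-corrected inhibition above about 35%, with an unprinted fluorescence ratio check between 0.5 and 1.5, limit read from the data, passing the limit was not always enough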;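 also: 0% = enzyme with substrate and 100% = substrate without enzyme; some results filed as inactive read as strong as hits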
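Assay system: purified human Csn5 enzyme expressed in HEK293T cells; measure: % inhibition; also added: SCFSkp2-Nedd8OG substrate at 10 nM final; technique: fluorescence polarization; times: reaction 90 min, room temperature; medium: Tris buffer pH 7.5, NaCl, DTT, Tween-20, trehalose, ovalbumin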
Scp1 inh: Scp-1 phosphatase inhibitors, primary screen, biochemical, colorimetric, uHTS. Carboxy-terminal domain RNA polymerase II polypeptide A small phosphatase 1 (Homo …. Recombinant Scp1, phosphopeptide, malachite green phosphate absorbance. inhibition, % at 20 µM. 0.88% of 340,000 active. AID 493091, 2011;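 active = inhibition above about 50% at 20 µM, limit read from the data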;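 also: plate controls were DMSO wells with enzyme for no effect and wells lacking enzyme for full effect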
Target sequence (Q9GZU7 76-261 limits assumed): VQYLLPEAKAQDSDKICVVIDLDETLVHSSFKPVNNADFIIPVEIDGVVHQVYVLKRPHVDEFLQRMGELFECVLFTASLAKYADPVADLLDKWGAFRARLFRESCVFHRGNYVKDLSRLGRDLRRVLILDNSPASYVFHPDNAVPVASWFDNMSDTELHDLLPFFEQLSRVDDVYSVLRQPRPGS
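Assay system: SCP-1 catalytic fragment, aa 76-261 | Buffer or medium: Tris acetate buffer pH 5.5 with MgCl2 and Tween-20 | Compound: One concentration, 20 µM, with 1.0% DMSO | Also added: Phospho 17-mer peptide substrate | Signal: Absorbance at 630 nm | Incubation: 45 min enzyme reaction at room temperature | Measure: % inhibition of SCP-1 phosphate liberation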
MsrA inh: bovine MsrA enzyme inhibitors, primary screen, biochemical, absorbance, HTS. Methionine sulfoxide reductase A (Bos taurus). purified bovine MsrA, absorbance read-out. inhibition, % at 15.5 µM. 0.75% of 360,000 active; in the data active = inhibition above about 4.5%;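 also: 0% = vehicle wells with enzyme and 100% = reference inhibitor wells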
Rpn11 block: Rpn11 (PSMD14) deubiquitinase inhibitors, primary screen, biochemical, fluorescence polarization, uHTS; 0.59% of 360,000 active; 26S proteasome non-ATPase regulatory subunit 14 (Homo sapiens), O00487; calls only at 20 µM; human 26S proteasome, Ub4-pepOG fluorescence polarization; 20S core pre-blocked with epoxomicin;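 active = inhibition at 20 µM, scaled to each plate's controls, above about 33%, limit read from the data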
Target sequence (O00487 whole entry, looked up): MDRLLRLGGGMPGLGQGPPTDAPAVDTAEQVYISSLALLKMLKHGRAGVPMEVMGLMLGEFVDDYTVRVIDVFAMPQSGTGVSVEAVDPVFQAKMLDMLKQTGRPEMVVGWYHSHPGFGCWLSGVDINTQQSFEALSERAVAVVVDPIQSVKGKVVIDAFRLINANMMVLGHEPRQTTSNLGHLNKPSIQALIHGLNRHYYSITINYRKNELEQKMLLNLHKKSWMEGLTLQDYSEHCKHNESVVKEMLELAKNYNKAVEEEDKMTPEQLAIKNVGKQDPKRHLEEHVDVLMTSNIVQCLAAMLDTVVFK
SUMO1 PPI mod: modulators of SUMO1 protein-protein interactions, primary screen, biochemical, uHTS; SUMO1 binding to a labelled peptide, TR-FRET, 1 h; Small ubiquitin-related modifier 1 (Homo sapiens), P63165; AID 602429, 2012; inhibition, % at 20 µM; 0.33% of 360,000 active; in the data active = inhibition above about 37%
Target sequence (P63165 whole entry, looked up): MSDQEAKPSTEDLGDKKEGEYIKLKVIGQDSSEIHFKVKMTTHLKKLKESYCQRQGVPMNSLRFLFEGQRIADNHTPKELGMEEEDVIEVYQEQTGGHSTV
TbMetRS inhib: T. brucei MetRS inhibitors, primary screen, biochemical, luminescence; methionyl-tRNA synthetase (Trypanosoma brucei brucei); purified T. brucei MetRS, ATP depletion, Kinase-Glo luminescence; inhibition, % at 11.9 µM; 0.4% of 360,000 active;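 active = inhibition above a per-plate cutoff of the control wells' mean inhibition plus 3 SD, cut at about 5.5% in these data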;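 also: 0% = DMSO wells median and 100% = median of wells with control inhibitor compound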
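Dosing: 11.9 µM compound single dose, 0.9% DMSO; Assay system: purified T. brucei MetRS enzyme; Measured by: Kinase-Glo luciferase luminescence reporting remaining unconsumed ATP; Schedule: 15 min plus 2 h at 25 °C.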
LMPTP block: LMPTP phosphatase inhibitors, primary screen, biochemical, fluorescence intensity, uHTS | recombinant LMPTP-A, OMFP fluorogenic substrate | AID 651560, 2012 | 0.22% of 360,000 active | inhibition, % at 20 µM;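 active = compounds that cut the enzyme signal by at least half of the control window in the single-dose screen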;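 also: plate controls were DMSO wells with enzyme plus substrate for no effect and substrate without enzyme for full effect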
Target sequence (P24666 whole entry, looked up): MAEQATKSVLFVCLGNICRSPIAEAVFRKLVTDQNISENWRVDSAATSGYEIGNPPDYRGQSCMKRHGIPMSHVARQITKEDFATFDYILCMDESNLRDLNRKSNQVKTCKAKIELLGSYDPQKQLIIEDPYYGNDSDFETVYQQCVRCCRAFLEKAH
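Test system: LMPTP-A phosphatase enzyme; input: 0.625 nM LMPTP-A final; reagent: OMFP substrate, 400 µM final; compound dosing: 20 µM single dose, 3% DMSO; incubation: 50 min dark incubation at room temperature; measured by: endpoint fluorescence intensity from OMFP dephosphorylation; measure: % inhibition relative to no-enzyme and uninhibited control wells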
STEP inh: STEP phosphatase inhibitors, primary screen, biochemical, fluorescence intensity, uHTS; Tyrosine-protein phosphatase non-receptor type 5 (Homo sapiens), P54829; AID 588621, 2011; recombinant STEP, OMFP fluorogenic substrate; inhibition, % at 20 µM; 0.25% of 360,000 active;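 active = inhibition at 20 µM, scaled per plate between control wells, above about 37%, limit read from the data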;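 also: 0% = DMSO with enzyme and substrate and 100% = substrate only without enzyme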
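Assay system: isolated STEP enzyme / Timing: 20 min at room temperature, dark / Doses: 20 µM, 1% DMSO / Technique: fluorescence intensity, excitation 480 nm, emission 540 nm / Reagent: fluorogenic phosphatase substrate OMFP at 25 µM final / Measure: percent inhibition scaled to no-enzyme and uninhibited-enzyme controls, plate-pattern corrected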
DNMT1 inh: human DNMT1 methyltransferase inhibitors, primary screen, biochemical, molecular beacon, fluorescence, HinP1I cleavage, uHTS; DNA (cytosine-5)-methyltransferase 1 (Homo sapiens), P26358; inhibition (reported as % activation of signal), % at 10 µM; 0.83% of 360,000 active; AID 588458, 2011; in the data active = inhibition above about 50%
NadD inh: inhibitors of S. aureus NadD, primary screen, biochemical, colorimetric, uHTS | Nicotinate-nucleotide adenylyltransferase NadD (Staphylococcus aureus N315) | 0.78% of 360,000 active | AID 602399, 2012 | inhibition, % at 20 µM | purified NadD enzyme, colorimetric absorbance read-out; in the data active = inhibition above about 26%; also: some compounds past the cut are filed as inactive
The depositor's hits bear a star.

Start of the data: the first three records, ahead of the listing:
How did Cc1n[nH]c(=O)c2c(NC(=O)COC(=O)c3cc(F)cc(F)c3)oc(C)c12 do in these assays?
CSN inh: 3; Scp1 inh: 3; MsrA inh: 0.8; Rpn11 block: inactive; SUMO1 PPI mod: -10; TbMetRS inhib: -0.8; LMPTP block: -4.0; STEP inh: 0; DNMT1 inh: 2; NadD inh: -2

How did COC(=O)C1=C(C)Nc2ncnn2C1c1ccc(OCc2ccccc2)cc1 (centres undefined) do in these assays?
CSN inh: -1; Scp1 inh: -10; MsrA inh: 0.5; Rpn11 block: inactive; SUMO1 PPI mod: -2; TbMetRS inhib: -0.1; LMPTP block: 0.7; STEP inh: 0; DNMT1 inh: -9; NadD inh: 6

What do the screens show for `COc1ccc(OC)c(C(=O)N2CCC(CCC(=O)NC3CC3)CC2)c1`?
CSN inh: -2; Scp1 inh: -4; MsrA inh: 0.1; Rpn11 block: inactive; SUMO1 PPI mod: -3; TbMetRS inhib: -0.2; LMPTP block: -1.1; STEP inh: -1; DNMT1 inh: 2; NadD inh: 0

Results, from the first entry:
How did Cc1n[nH]c(=O)c2c(NC(=O)COC(=O)c3cc(F)cc(F)c3)oc(C)c12 do in these assays?
CSN inh: 3; Scp1 inh: 3; MsrA inh: 0.8; Rpn11 block: inactive; SUMO1 PPI mod: -10; TbMetRS inhib: -0.8; LMPTP block: -4.0; STEP inh: 0; DNMT1 inh: 2; NadD inh: -2

How did COC(=O)C1=C(C)Nc2ncnn2C1c1ccc(OCc2ccccc2)cc1 (centres undefined) do in these assays?
CSN inh: -1; Scp1 inh: -10; MsrA inh: 0.5; Rpn11 block: inactive; SUMO1 PPI mod: -2; TbMetRS inhib: -0.1; LMPTP block: 0.7; STEP inh: 0; DNMT1 inh: -9; NadD inh: 6

What do the screens show for `COc1ccc(OC)c(C(=O)N2CCC(CCC(=O)NC3CC3)CC2)c1`?
CSN inh: -2; Scp1 inh: -4; MsrA inh: 0.1; Rpn11 block: inactive; SUMO1 PPI mod: -3; TbMetRS inhib: -0.2; LMPTP block: -1.1; STEP inh: -1; DNMT1 inh: 2; NadD inh: 0

What do the screens show for `COC(=O)C1=C(C)OC(N)=C(C#N)C1c1cc(OC)ccc1OC` (centres undefined)?
CSN inh: -1; Scp1 inh: -2; MsrA inh: 0.6; Rpn11 block: inactive; SUMO1 PPI mod: -3; TbMetRS inhib: -0.4; LMPTP block: 0.4; STEP inh: -2; DNMT1 inh: -4; NadD inh: 2

What do the screens show for `CCOCCCNC(=S)N1C2CCC1CC(NC(=O)Nc1ccc(C(=O)OCC)cc1)C2` (centres undefined)?
CSN inh: -1; Scp1 inh: 2; MsrA inh: -0.4; Rpn11 block: inactive; SUMO1 PPI mod: 5; TbMetRS inhib: -0.3; LMPTP block: -0.7; STEP inh: 3; DNMT1 inh: -3; NadD inh: -6

What do the screens show for `CC1CCC(C(C)C)C(OCC(O)CN2CCOCC2)C1` (centres undefined)?
CSN inh: -1; Scp1 inh: 0; MsrA inh: 1.8; Rpn11 block: inactive; SUMO1 PPI mod: 2; TbMetRS inhib: -1.1; LMPTP block: -1.4; STEP inh: -1; DNMT1 inh: 2; NadD inh: -3

How did Cc1ccc(NC(=O)C2=C(c3ccccc3)S(=O)(=O)CCS2(=O)=O)cc1 do in these assays?
CSN inh: 4; Scp1 inh: -8; MsrA inh: 2.5; Rpn11 block: inactive; SUMO1 PPI mod: -2; TbMetRS inhib: -0.6; LMPTP block: -0.4; STEP inh: 0; DNMT1 inh: 8; NadD inh: -1

What do the screens show for `O=C(NNC(=O)c1cc2ccccc2o1)c1ccncc1`?
CSN inh: 1; Scp1 inh: -21; MsrA inh: 1.8; Rpn11 block: inactive; SUMO1 PPI mod: 1; TbMetRS inhib: 0.4; LMPTP block: -2.3; STEP inh: 0; DNMT1 inh: 3; NadD inh: 1

What do the screens show for `Cc1ccc(NC(=S)NNc2ccc(C(=O)O)cc2[N+](=O)[O-])cc1C`?
CSN inh: 4; Scp1 inh: -7; MsrA inh: 0.9; Rpn11 block: inactive; SUMO1 PPI mod: -28; TbMetRS inhib: -0.5; LMPTP block: 1.6; STEP inh: 0; DNMT1 inh: 0; NadD inh: -2

Results for Cc1ccc(C(NC(N)=O)c2ccccc2)cc1 (centres undefined) ?
CSN inh: 0; Scp1 inh: 1; MsrA inh: 0.5; Rpn11 block: inactive; SUMO1 PPI mod: 0; TbMetRS inhib: -0.6; LMPTP block: 0.9; STEP inh: -1; DNMT1 inh: 4; NadD inh: -4

Results for c1ccc(-c2c[n+]3c(n2-c2ccccc2)SCC3)cc1 ?
CSN inh: -2; Scp1 inh: 3; MsrA inh: -0.5; Rpn11 block: inactive; SUMO1 PPI mod: 4; TbMetRS inhib: -0.5; LMPTP block: -1.3; STEP inh: 0; DNMT1 inh: -1; NadD inh: -9

Results for Cc1cccc2c1N(C(=O)CN1C(=O)c3ccccc3C1=O)C(C)(C)c1ssc(=S)c1-2 ?
CSN inh: 0; Scp1 inh: -16; MsrA inh: 0.6; Rpn11 block: inactive; SUMO1 PPI mod: -19; TbMetRS inhib: -0.3; LMPTP block: 0.9; STEP inh: -3; DNMT1 inh: -4; NadD inh: 8

What do the screens show for `COc1ccc2c(c1)c(=O)c(C(=O)c1ccc(Cl)cc1)cn2CC(=O)Nc1ccc(F)cc1`?
CSN inh: 2; Scp1 inh: -3; MsrA inh: 0.6; Rpn11 block: inactive; SUMO1 PPI mod: -3; TbMetRS inhib: 0.6; LMPTP block: 0.9; STEP inh: 6; DNMT1 inh: 60*; NadD inh: 13

How did COCCn1c(C)c(C(=O)O)sc1=S do in these assays?
CSN inh: -1; Scp1 inh: 7; MsrA inh: 2.4; Rpn11 block: inactive; SUMO1 PPI mod: 2; TbMetRS inhib: -0.4; LMPTP block: -1.2; STEP inh: -2; DNMT1 inh: 4; NadD inh: -2

What do the screens show for `CCOC(=O)c1c(NCCN(C)C)c2ccccc2[nH]c1=O`?
CSN inh: 2; Scp1 inh: -5; MsrA inh: 0.5; Rpn11 block: inactive; SUMO1 PPI mod: 1; TbMetRS inhib: -0.5; LMPTP block: 1.4; STEP inh: 0; DNMT1 inh: -1; NadD inh: -4

Results for COC(=O)C1CCN(C(=O)Cn2nnc(-c3ccccc3)n2)CC1 ?
CSN inh: -5; Scp1 inh: -1; MsrA inh: -0.4; Rpn11 block: inactive; SUMO1 PPI mod: 5; TbMetRS inhib: -0.2; LMPTP block: -2.1; STEP inh: 5; DNMT1 inh: 1; NadD inh: 0

How did Cc1ccc([N+](=O)[O-])c(NC2OC(CO)C(O)C2O)c1 (centres undefined) do in these assays?
CSN inh: -4; Scp1 inh: -5; MsrA inh: -0.6; Rpn11 block: inactive; SUMO1 PPI mod: -11; TbMetRS inhib: -0.6; LMPTP block: 0.4; STEP inh: 2; DNMT1 inh: -3; NadD inh: -3

How did O=C(CCCCCN1C(=O)c2cccc3cccc(c23)C1=O)NC1CCS(=O)(=O)C1 (centres undefined) do in these assays?
CSN inh: -4; Scp1 inh: -4; MsrA inh: 2.0; Rpn11 block: inactive; SUMO1 PPI mod: -31; TbMetRS inhib: -0.6; LMPTP block: -0.7; STEP inh: -3; DNMT1 inh: 29; NadD inh: -5

What do the screens show for `O=C1CCCCC1Sc1ccc(Cl)cc1[N+](=O)[O-]` (centres undefined)?
CSN inh: 3; Scp1 inh: -10; MsrA inh: -1.5; Rpn11 block: inactive; SUMO1 PPI mod: -1; TbMetRS inhib: -0.9; LMPTP block: 0.8; STEP inh: 5; DNMT1 inh: 1; NadD inh: 2

What do the screens show for `COc1ccc(-c2ccc(N)[n+](CCCC(=O)O)n2)cc1`?
CSN inh: 3; Scp1 inh: -9; MsrA inh: 1.2; Rpn11 block: inactive; SUMO1 PPI mod: -18; TbMetRS inhib: -0.6; LMPTP block: -0.7; STEP inh: -1; DNMT1 inh: 2; NadD inh: -4

Results for O=Cc1ccc(-c2cc(Cl)ccc2Cl)[nH]1 ?
CSN inh: -6; Scp1 inh: -1; MsrA inh: 3.4; Rpn11 block: inactive; SUMO1 PPI mod: -11; TbMetRS inhib: -0.4; LMPTP block: 1.2; STEP inh: -1; DNMT1 inh: 0; NadD inh: 1

How did CSCc1ccc(C(=O)NC2CC(C)(C)Cc3c2cnn3-c2ccc(F)cc2)o1 (centres undefined) do in these assays?
CSN inh: -8; Scp1 inh: -10; MsrA inh: 0.8; Rpn11 block: inactive; SUMO1 PPI mod: 1; TbMetRS inhib: -0.2; LMPTP block: 0.7; STEP inh: 4; DNMT1 inh: -2; NadD inh: -2

What do the screens show for `Cc1cc(-n2cnnn2)cc(C)c1S(=O)(=O)NCCOc1ccccc1`?
CSN inh: -7; Scp1 inh: -16; MsrA inh: -0.3; Rpn11 block: inactive; SUMO1 PPI mod: 1; TbMetRS inhib: -0.1; LMPTP block: -0.2; STEP inh: -2; DNMT1 inh: 1; NadD inh: -5

Results for CC(NC(=O)COC(=O)/C=C/c1ccco1)c1ccccc1 (centres undefined) ?
CSN inh: 2; Scp1 inh: 24; MsrA inh: 3.6; Rpn11 block: inactive; SUMO1 PPI mod: -6; TbMetRS inhib: 0.0; LMPTP block: 0.7; STEP inh: 4; DNMT1 inh: 18; NadD inh: 1

What do the screens show for `COC(=O)c1ccc(NC(=O)CN2CCN(c3ccccn3)CC2)cc1`?
CSN inh: -7; Scp1 inh: -12; MsrA inh: 1.2; Rpn11 block: inactive; SUMO1 PPI mod: -2; TbMetRS inhib: -0.2; LMPTP block: -0.3; STEP inh: -2; DNMT1 inh: 1; NadD inh: -1

Screening results from PubChem.
